Screening data: PubChem, National Center for Advancing Translational Sciences (NCATS)
TrxR1 substrate: is turned over as a substrate by rat TrxR1. O89049. purified TrxR1 substrate turnover, NADPH consumption readout. Potency, µM (doses to about 114 µM), without a hit: at the highest dose activity change, negative = substrate turnover. actives 0.01% (n = 390,000). AID 588456; note: potency is the fitted concentration of half-maximal effect; % is set by controls: 0 for no effect and ±100 for the full control effect; nearly all actives have a fitted effect of over 50% in size
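Rat TrxR1, dispensed at 90 nM, was prereduced with 400 uM NADPH (final) for 5 min at ~22 deg C, then incubated with compound 15 min before 400 uM selenite. A first-read NADPH fluorescence drop versus no-compound background flagged substrates.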
Tb PGK inh: inhibitors of T. brucei phosphoglycerate kinase; PGK/GAPDH coupled, Kinase-Glo luminescence, 60 min; Potency, µM (top dose mostly 57.5 µM), without a hit: top-dose activity change, negative = inhibition, usual class: inhibitors; actives 0.043% (n = 380,000); note: potency is the fitted concentration of half-maximal effect; % is set by controls: 0 for no effect and ±100 for the full control effect; nearly all actives have a fitted effect of over 60% in size
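Luminescent ATP detection (Kinase-Glo Plus) follows a 60-minute room-temperature incubation, with wells lacking PGK as controls. Buffer: 100 mM TEA (pH 7.6), 5 mM MgCl2, 0.01% Tween-20. Coupling enzyme GAPDH (100 nM final) supplies unstable 1,3-BPG in-well.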
HP1b binding inh: inhibitors of HP1-beta chromodomain binding to methylated histone tails. Potency, µM (highest dose often 114 µM), for inactives: at the top dose activity change, negative = inhibition, hits mostly inhibitors. AlphaScreen HP1-beta / biotin-H3K9me3 peptide binding. P83916. actives 0.56% (n = 390,000); note: potency is the fitted concentration of half-maximal effect; nearly all actives have a fitted effect of over 70% in size; inactives centre near 23
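Compound inhibition of the preformed complex between 50 nM HP1-beta and 50 nM biotinylated H3K9me3 peptide was read by AlphaScreen. Buffer was PBS pH 7.4 with 0.01% Tween-20. Incubations ran 30 min at room temperature, with 10 ug/mL donor/acceptor beads.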
USP1 inh: blocks the human USP1/UAF1 deubiquitinase complex; AID 743255; Potency, µM (doses to about 57.1 µM), for inactives: top-dose activity change, negative = inhibition, actives largely listed as inhibitors; actives 0.23% (n = 390,000); recombinant USP1/UAF1, Ub-Rhodamine cleavage fluorescence; note: potency is the fitted concentration of half-maximal effect; % is set by controls: 0 for no effect and ±100 for the full control effect; nearly all actives have a fitted effect of over 60% in size; inactives centre near -12
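USP1/UAF1 complex at 1 nM was preincubated with compound for 15 min at room temperature, then Ub-Rho substrate (150nM final) was added. Fluorescence (480/540 nm) was read kinetically, 6 reads every 60 seconds.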
TrxR1 inh: blocks rat thioredoxin reductase 1; O89049; recombinant rTrxR1, NADPH fluorescence consumption, selenite substrate; Potency, µM (doses to about 114 µM), for the others: at the top dose activity change, negative = inhibition, usual class: inhibitors; actives 1% (n = 390,000); AID 588453; note: potency is the fitted concentration of half-maximal effect; % is set by controls: 0 for no effect and ±100 for the full control effect; nearly all actives have a fitted effect of over 65% in size
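Rat TrxR1 (90 nM in the dispensed reagent) was pre-reduced with 400 uM NADPH for 5 min at room temperature, then incubated with compound for 15 min. After 400 uM selenite was added, NADPH fluorescence (Ex 340/Em 450 nm) was followed for 8 min.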
mIDH1 inhibitor: inhibitors of human mutant IDH1 R132H; O75874; IDH1-R132H enzyme, NADPH consumption, diaphorase/resazurin fluorescence; Potency, µM (highest dose often 76.6 µM), for inactives: top-dose activity change, negative = inhibition, usual class: inhibitors; actives 0.093% (n = 390,000); AID 602179; note: potency is the fitted concentration of half-maximal effect; % is set by controls: 0 for no effect and ±100 for the full control effect; nearly all actives have a fitted effect of over 65% in size
Target sequence (O75874 whole entry R132H, stated change not applied): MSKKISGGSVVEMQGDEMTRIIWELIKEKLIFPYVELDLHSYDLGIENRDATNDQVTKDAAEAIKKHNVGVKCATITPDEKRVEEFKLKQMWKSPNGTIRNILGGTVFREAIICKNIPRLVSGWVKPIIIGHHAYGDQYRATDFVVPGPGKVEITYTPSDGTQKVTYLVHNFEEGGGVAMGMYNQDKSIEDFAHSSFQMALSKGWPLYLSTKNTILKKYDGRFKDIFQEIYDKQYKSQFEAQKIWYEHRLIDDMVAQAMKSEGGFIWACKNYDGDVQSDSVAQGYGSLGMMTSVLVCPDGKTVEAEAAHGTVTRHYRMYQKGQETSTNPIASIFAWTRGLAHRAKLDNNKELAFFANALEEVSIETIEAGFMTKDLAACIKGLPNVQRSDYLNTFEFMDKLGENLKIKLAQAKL
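IDH1-R132H (0.5 ug/mL) preincubated 30 min with compound, then NADPH (0.016 mM) and alpha-KG (2 mM) added; 80 min at RT, pH 7.5. Remaining NADPH coupled via diaphorase/resazurin to fluorescence (540/590 nm); concentration-response curves normalized to no-enzyme control.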
Pin1 inhibitor: inhibitors of human Pin1. Q13526. Potency, µM (top dose mostly 115 µM), for the others: at the top dose activity, negative = inhibition, most hits filed as inhibitors. actives 0.009% (n = 390,000). Pin1 FP peptide displacement, HiFluor488, 10 min; active = well fitted inhibition curve with a large enough effect in the polarisation, with a control signal flat, not every such curve was filed as active; inconclusive = small, poorly fitted or top-dose-only effect, or effect the other way, or a change in a side signal; inactive = no such curve, though single readings can be large or run the other way; the % refers to the polarisation; note: potency is the fitted concentration of half-maximal effect; % is set by controls: 0 for no effect and ±100 for the full control effect
GLS inhibitor: blocks human kidney-isoform glutaminase activity. GLS enzymatic activity, qHTS titration. Potency, µM (titrated, usually from 45.5 µM), inactives show top-dose activity change, negative = inhibition, most hits filed as inhibitors. actives 0.21% (n = 410,000); note: potency is the fitted concentration of half-maximal effect; % is set by controls: 0 for no effect and ±100 for the full control effect
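Assay buffer: 45 mM KH2PO4 pH 8.2, 0.02% Tween-20. hKGA acts on L-glutamine (1 mM solution added); product glutamate is reported by an oxidase/peroxidase Amplex Red coupling, with fluorescence taken at baseline and 30 min.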
PI4K2A block: inhibitors of human PI4K2A | actives 0.13% (n = 420,000) | purified PI4K2A, ADP-Glo luminescence, 1 h; stronger effect = lower value | activity change, negative = inhibition, % at 76.9 µM | Q9BTU6; in the data active = activity change below about -50%; inconclusive = mostly about -30% to -49%;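 note: -100% = wells without enzyme as full effect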
Target sequence (Q9BTU6 whole entry, looked up): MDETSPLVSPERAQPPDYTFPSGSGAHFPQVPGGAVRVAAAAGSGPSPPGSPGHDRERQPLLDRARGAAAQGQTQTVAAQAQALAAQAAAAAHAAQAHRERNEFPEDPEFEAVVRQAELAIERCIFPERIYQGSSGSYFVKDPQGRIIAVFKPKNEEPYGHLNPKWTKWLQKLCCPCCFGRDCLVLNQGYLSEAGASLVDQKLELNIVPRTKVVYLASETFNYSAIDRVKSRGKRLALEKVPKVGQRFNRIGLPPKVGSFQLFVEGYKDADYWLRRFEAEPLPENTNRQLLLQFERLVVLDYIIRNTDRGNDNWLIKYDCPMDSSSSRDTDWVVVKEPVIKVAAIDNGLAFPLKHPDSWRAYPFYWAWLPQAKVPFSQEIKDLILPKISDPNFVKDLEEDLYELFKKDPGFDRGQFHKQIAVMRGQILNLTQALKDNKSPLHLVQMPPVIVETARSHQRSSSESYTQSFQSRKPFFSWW
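In this quantitative HTS, ADP production by PI4K2A was quantified luminescently after 1 h at ambient temperature; 100 microM adenosine served as plate-quality control.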
Starred values were filed as active, the others as inactive; i = inactive; ? = inconclusive; . = no result given; & = joins results of further samples; [ ] = another dose, or the depositor's remark. Unless noted, calls come from the whole dose curve; as a rule, active = well fitted curve in the direction sought with a large enough effect; inconclusive = small, poorly fitted or top-dose-only effect, or another doubt; inactive = no such curve, though single readings can be large; an effect the other way counts as inactive or inconclusive. A portion of the library, so the mix of outcomes need not match the whole.

smiles	TrxR1 substrate	Tb PGK inh	HP1b binding inh	USP1 inh	TrxR1 inh	mIDH1 inhibitor	Pin1 inhibitor	GLS inhibitor	PI4K2A block
COc1cc2ccccc2cc1C(=O)Nc1ccccc1C	-6%[57.1 µM]	i	63%[activator]	-11%	-7%	0%	-4%	-9%	-3
N#Cc1ccc(Oc2cnccn2)cc1	-14%[57.1 µM]	i	12%	-18%	31%[57.1 µM]	3%	-3%	0%	3
CC(C)(C)c1ccc(Cn2nnc3c(=O)[nH]c(C4CCCN(C(=O)c5ccco5)C4)nc32)cc1 (centres undefined)	-6%	-8%	-17%	-13%	-16%	-8%	-7%	-1%	0
CC(=O)N/C(=C\c1cccs1)C(=O)O	0%[57.1 µM]	-7%	48%[activator]	-14%	17%[57.1 µM]	0%	2%	-6%	0
CC1CC(C)CN(C(=O)c2ccc3ncsc3c2)C1 (centres undefined)	-14%	-2%	22%	1%	-5%	4%	7%	5%	-2
Cc1cc(C)cc(Oc2ncnc3c2ncn3Cc2c(Cl)cccc2Cl)c1	3%[11.4 µM]	-7%	34%[activator]	-20%	?	1%	2%	-1%	1
CC(C)(C)OC(=O)N1CCC(C(=O)Nc2cccc(C(=O)N3CCCC3)c2)CC1	5%	1%	65%[activator]	-15%	10%	-1%[38.3 µM]	-5%	3%	-2
O=C(O)c1ccc2c3n(nc2c1)-c1ccc(Cl)cc1CO3	-9%	-11%	27%	-20%	?	4%	?	-2%	-12

The list goes on, starting with the last 5 of the part before.
smiles	TrxR1 substrate	Tb PGK inh	HP1b binding inh	USP1 inh	TrxR1 inh	mIDH1 inhibitor	Pin1 inhibitor	GLS inhibitor	PI4K2A block
CC(=O)N/C(=C\c1cccs1)C(=O)O	0%[57.1 µM]	-7%	48%[activator]	-14%	17%[57.1 µM]	0%	2%	-6%	0
CC1CC(C)CN(C(=O)c2ccc3ncsc3c2)C1 (centres undefined)	-14%	-2%	22%	1%	-5%	4%	7%	5%	-2
Cc1cc(C)cc(Oc2ncnc3c2ncn3Cc2c(Cl)cccc2Cl)c1	3%[11.4 µM]	-7%	34%[activator]	-20%	?	1%	2%	-1%	1
CC(C)(C)OC(=O)N1CCC(C(=O)Nc2cccc(C(=O)N3CCCC3)c2)CC1	5%	1%	65%[activator]	-15%	10%	-1%[38.3 µM]	-5%	3%	-2
O=C(O)c1ccc2c3n(nc2c1)-c1ccc(Cl)cc1CO3	-9%	-11%	27%	-20%	?	4%	?	-2%	-12
Cc1ccc(C(=O)OCC(=O)NC2CCCC2)cc1C	12%[57.1 µM]	-5%	6%	-3%	19%[57.1 µM]	8%	1%	5%	1
O=C(O)c1ccc(N2C(=O)c3cccc(Oc4ccc(Cl)cc4)c3C2=O)cc1	3%[57.1 µM]	-9%	6%	-7%	11%[57.1 µM]	2%	-4%	21%	0
COCCn1c(C)cc(C(=O)COC(=O)CCc2ccc(S(=O)(=O)N3CCOCC3)cc2)c1C	-14%	i	2%	-17%	-18%	8%	2%	-1%	-1
CCCc1cc(NCCCCO)n2c(nc3ccccc32)c1C#N	334%[activator]	0%	47%[activator]	-24%	42%[activator]	4%	3%	-15%	-4
CC(=O)N1CCN(CC(=O)Nc2ccccc2C(=O)NCc2ccc(C)cc2)CC1	3%[57.1 µM]	i	-6%	-5%	14%[57.1 µM]	-1%	-6%	3%	-5
c1ccc(Nc2nc(N3CCCCC3)nc(N3CCNCC3)n2)cc1	-2%	.	12%	-3%	?	-5%	-1%	-8%	-3
CCOC(=O)N1CCN(CC(=O)Nc2ccccc2C(=O)Nc2ccccc2)CC1	3%	-6%	28%	-20%	8%	4%	-4%	7%	-1
CCOc1cccc(-c2nc3c(s2)CCc2onc(-c4cccc([N+](=O)[O-])c4)c2-3)c1	0%[57.1 µM]	-7%	18%	-21%	22%	6%	-4%	3%	-1
COc1ccccc1C(=O)NCCC(=O)Nc1ccc(OC(F)(F)F)cc1	-2%[57.1 µM]	-3%	1%	-6%	9%[57.1 µM]	6%	-7%	-8%	-3
COc1cccc(=O)c2c(C)oc(C)c12	7%[57.1 µM]	-4%	-3%	-27%	1%[57.1 µM]	4%	?	7%	-2
COc1ccc2c(c1)[nH]c1c(=O)n(CCN(C)C)cnc12	8%[57.1 µM]	-11%	16%	-6%	4%[57.1 µM]	14%	?	64%[activator]	-2
Cc1ccc(CNC(=O)c2cccc(S(C)(=O)=O)c2)cc1	-20%[57.1 µM]	i	56%	-22%	26%[57.1 µM]	9%	-3%	-3%	2
CCOc1ccc(/C=C2\SC(=S)N(Nc3ccccc3)C2=O)cc1OC	-14%	6%	-19%	-9%	-21%	0%	?	6%	1
Cc1cccc(NC(=O)CN2C(=O)S/C(=C\c3cc(C)n(C)c3C)C2=O)c1	6%[0.457 µM]	i	29%	-7%	?	1%	?	0%	-1
CCN(CC)S(=O)(=O)c1ccc2[nH]cc(C(=O)NCCc3ccccc3)c(=O)c2c1	-6%	-6%&-2%	6%&4%	1%&-13%	4%	-2%&-7%	-6%&5%	2%&-8%	-8&1
Cc1cccnc1NC(=O)CNC(=O)c1sc2ccccc2c1Cl	1%	i	43%[activator]	-22%	21%	8%	-5%	-9%	-1
CCCCC(=O)Nc1cc(N(C)C)nc2ccccc12	29%[57.1 µM]	2%	44%[activator]	-14%	23%[57.1 µM]	0%	-3%	16%	4
CCC(Sc1nc2ccccc2c2nc(CCn3c(C)nc4ccccc43)nn12)C(=O)Nc1ccc(F)cc1 (centres undefined)	1%[57.1 µM]	8%	13%	-11%	23%[57.1 µM]	3%	-8%	2%	-6
OC1CCCN(Cc2cn(Cc3ccccc3)nc2-c2cc3ccccc3o2)C1 (centres undefined)	1%	-1%	3%	-23%	-8%	-5%	-6%	0%	0
CCOC(=O)c1cccc(NS(=O)(=O)c2ccc(-c3coc(C)n3)cc2)c1	1%[57.1 µM]	-5%	29%[57 µM]	-33%	12%[57.1 µM]	10%	-2%	5%	-2
COc1ccc(Cc2nnc(NC(=O)c3ccc(F)cc3)s2)cc1OC	-1%	i	31%	-11%	19%	-6%	-2%	-1%	-7
Cc1nn(-c2ccccc2)c(N2CCCC2)c1/C=N/NC(=O)c1cc2ccccc2cc1O	-9%	-7%	9%	?	-20%	4%	?	18%	-3
O=C(NNC(=O)c1ccc(NC(=O)c2ccccc2)cc1)Nc1ccccc1	-8%	-13%	15%	-2%	-13%	-2%	184%[activator]	1%	-8
Cc1ccccc1Cn1nc(C)c(NC(=O)C2c3ccccc3Oc3ccccc32)c1C	4%[57.1 µM]	-1%	9%	-5%	12%[57.1 µM]	0%	2%	-2%	-3
CN(C)c1ccc(N=C/C=C2/N(C)c3ccccc3C2(C)C)cc1	-9%	-14%	?	-15%	-19%	23%	35%[activator]	46%[activator]	-26
Cc1ccc2c(CC(=O)N(Cc3ccc(N(C)C)cc3)Cc3ccco3)coc2c1C	11%	i	?	0%	4%	-5%	31%[activator]	11%	-3
Cc1ccccc1Oc1ccc2c(c1)[C@@H]1C[C@H](N(C)C(=O)c3ccco3)[C@H]([C@H](C)O)C(=O)N1CC2	.	1%	.	-23%	.	-8%	.	-6%	2
CCOC(=O)Cn1cnc2c(nnn2-c2ccc(OC)cc2)c1=O	8%	1%	34%	-13%	22%	6%	-3%	1%	6
CCCC[C@@H]1C[C@H]1[C@@H](NC(=O)c1ccco1)c1ccc(Cl)cc1	0%	10%	58%[activator]	-22%	0%	6%	?	-4%	3
COC(=O)C1OCOC2C(C(=O)OC)OCOC12 (centres undefined)	3%[57.1 µM]	-10%	13%[57 µM]	?	4%[2.29 µM]	6%	-1%	-15%	0
CCCCNCc1cccn1-c1ccccc1	4%	4%	?	6%	-20%	0%	-5%	8%	1
CC(C)OC(=O)c1ccc(Cn2nnc3sc4c(c3c2=O)CCCC4)cc1	-3%	5%	46%[activator]	-1%	26%	0%	?	12%	2
CN(CCc1ccccc1)C(=O)c1cccc(NC(=O)Cc2cccc(NC(=O)C3CCCN(C(=O)C4CC4)C3)c2)c1 (centres undefined)	7%	-6%	61%[activator]	?	11%	11%	1%	1%	0
O=S(=O)(NN=C1CCCCCCC1)c1ccccc1	.	-4%	.	-16%	.	-1%	.	-13%	6
